Screening data deposited in PubChem by several laboratories.
CSM14.1 death rescue – rescue of cells from ER stress-induced death, primary screen, 384-well, CSM14.1, thapsigargin, ATP luminescence (AID 1222) | CSM14.1 thapsigargin-induced death rescue, ATP luminescence; higher % means a stronger effect | cellular ATP content (survival), % at 20 µM, or EC50 in µM where a hit was titrated | 190,000 tested, under 10 active;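 active means EC50 below 50 µM in the dose-response confirmation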;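 further: death triggered by thapsigargin at about 15 µM added after 2 h compound pretreatment; cell ATP read after overnight thapsigargin exposure of roughly 18 to 22 hours; normalized against plate controls of thapsigargin alone and 5% DMSO vehicle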
T cell HTS – modulators of CD8 T cell-vesicle binding, primary screen, mouse 2C CD8+ T cells, flow cytometry; AID 2052, 2009; calls only at 7 µM; 2C CD8+ T cell-vesicle binding; hits give low values; 330,000 tested, 0.068% active;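 active means response, share of CD8 T cells binding vesicles, and their 90th percentile fluorescence all below set limits, cut at about 80% in these data, passing the limit was not always enough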
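Test system: purified 2C TCR transgenic mouse naive CD8+ T cells. Probe or stimulus: QL9-peptide-loaded Drosophila micro-vesicles bearing Ld, ICAM-1 and B7-1. Incubation: binding step 1.5 h, 37 °C, antibody labelling 20 min, ice. Measured by: flow cytometry of vesicle-bound cells.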
MT stabilize HCS – microtubule stabilizers in HeLa cells, primary screen, imaging, high-content imaging; 200,000 tested, 0.83% active; HeLa tubulin immunostaining HCS, 24 h; share of cells brighter than vehicle mean+2SD; % tubulin-high responders, % at 10 µM;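 active means plate Z-score above 3 for both tubulin-high and condensed-nucleus cell shares, with cell loss under 80%, at 10 µM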;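 further: anti alpha tubulin signal scored within the nucleus-defined area of each cell; some results filed as inactive read as strong as hits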
PhoP inhibition – inhibitors of PhoP regulon expression, primary screen, Salmonella Typhimurium, GFP reporter (AID 1863). S. Typhimurium PhoP-regulated promoter GFP reporter, 4 h; higher % means a stronger effect. inhibition, % at 50 µM; hits with a dose series show IC50 in µM. 300,000 tested, 0.16% active;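 active means inhibition over 29.93%, a cutoff 3 SD above the screen mean, later confirmed by dose response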;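 further: 0% = low Mg2+ inducing control and 100% = high Mg2+ repressing control; strong numbers were not always called active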
Autophagy mod – autophagy modulators in MEF cells, primary screen, imaging, high-content, MEF GFP-LC3. MEF GFP-LC3 puncta imaging; test concentration mostly 10 µM. calls only at 10 µM (by protocol). 190,000 tested, 0.98% active. AID 463193, 2010;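 active means percentage of spot-positive cells more than 3 SD above its plate mean, without a fluorescence outlier flag or 80% toxicity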;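 further: spot-positive cell cutoff set from DMSO-treated cells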
Lipid droplet – inhibitors of hepatocyte lipid droplet formation, primary screen, imaging, high-throughput imaging, BODIPY stain; 240,000 tested, 0.4% active; inhibition, % at 6.5 µM; AML12 mouse hepatocytes, oleate lipid droplets;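 active means lipid droplet intensity inhibited by at least 50%, with more than 500 cells counted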
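Assay system: AML12 hepatocytes (mouse) / Also added: 100 µM oleic acid challenge / Times: overnight treatment with compound plus oleate / Detection: high-content imaging of BODIPY-stained droplets and DAPI nuclei / Evaluation: % inhibition of lipid droplet signal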
Ins promoter up – insulin promoter activators in MIN6 cells, imaging, high-content screening, mouse beta cells; 190,000 tested, 0.3% active; AID 1625, 2009; MIN6 insulin promoter-GFP reporter; hits give high values; z-score at 5 µM;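 active means z-score above 3 at 5 µM with at least 500 cells counted in the well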
b-catenin transl – modulators of beta-catenin nuclear translocation, primary screen, imaging, HeLa cells, immunofluorescence, high-content. nuclear translocation activity, % at 5 µM. 190,000 tested, 0.3% active;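 active means nuclear translocation activity above 50% at 5 µM, with a well cell count of 50 or more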;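 further: per-cell ratio of nuclear to cytoplasmic median beta-catenin stain intensity; plate controls were DMSO negative control for no effect and GSK-3 inhibitor IX positive control for full effect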
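Test system: human HeLa cell line; Doses: 5 µM primary, 0.02–20 µM confirmation; Incubation: 24 h compound exposure, 37°C; Detection: beta-catenin immunofluorescence imaging with DAPI; Read-out: beta-catenin nuclear/cytoplasmic ratio, % activation.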
Dynein cargo inh – inhibitors of GR-EGFP nuclear translocation, primary screen, dynein cargo transport inhibitor project, imaging, high-content, 3617.4 mouse cells. test concentration mostly 20 µM; stimulated with dexamethasone, 1 µM; hits give low values. z-score, hits read low. 220,000 tested, 0.47% active. AID 1381, 2008;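 active means plate z-score of nuclear minus cytoplasmic receptor signal below a set negative limit, without overly bright fluorescence or cell loss, cut at about -3.5 in these data, passing the limit was not always enough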;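 further: z-score of nuclear minus cytoplasmic ring GR-EGFP intensity difference per well; some compounds called inactive have numbers as strong as hits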
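Buffer or medium: Induction medium lacking tetracycline, stripped serum | Also added: Dexamethasone agonist, 1.0 µM final, for 30 min | Timing: 48 h induction, 1 h compound, 30 min dex at 37 °C | Detection: Formaldehyde fixation, Hoechst nuclear stain, 10x automated fluorescence imaging | Measure: Nuclear versus cytoplasmic GR-EGFP signal, averaged per well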
Dynein cargo inh cytoplasmic EGFP – second read-out of Dynein cargo inh, no call of its own (marks repeat the call); z-score; measured here: cytoplasmic GR-EGFP intensity; hits give high values
Dynein cargo inh nuclear GR-EGFP – also measured in Dynein cargo inh; calls as there; z-score; measured here: nuclear GR-EGFP intensity;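 lower value marks the stronger effect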
Dynein cargo inh cell count – further read-out of Dynein cargo inh, marked with its call; z-score; measured here: cell count per field
Ins promoter up cell count – recorded beside Ins promoter up, whose call it bears; cell count; measured here: cytotoxicity, nuclei count;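 total cells summed across four imaged fields per well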
Lipid droplet cells 6.5 µM – further read-out of Lipid droplet, marked with its call; cell count; measured here: cell count, cytotoxicity flag;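 cells counted across two imaged fields per well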
b-catenin transl cell count 5 µM – also measured in b-catenin transl; calls as there; cell count; measured here: cell count, cytotoxicity flag
T cell HTS vesicle-bound % – second read-out of T cell HTS, no call of its own (marks repeat the call); double positive events, %; measured here: CD8+ vesicle-bound cell fraction;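 binding gate set so that unloaded-vesicle control wells show 10% double positive cells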
MT stabilize HCS Hoechst-high % – second read-out of MT stabilize HCS, no call of its own (marks repeat the call); % Hoechst-high responders; measured here: nuclear condensation Hoechst responders;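 share of cells brighter than vehicle mean plus two SD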
MT stabilize HCS cytotoxicity % – further read-out of MT stabilize HCS, marked with its call; toxicity, %; measured here: cytotoxicity by cell density;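 0% = mean cell density of plate MIN control wells and 100% = no cells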
Autophagy mod cell loss 18 h – recorded beside Autophagy mod, whose call it bears; toxicity, %; measured here: cell loss, nuclei count;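 cell loss after 18 h compound exposure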
Starred values were filed as active, the others as inactive; i = inactive; x = not tested or not shown.

Each structure is followed by: MT stabilize HCS Hoechst-high %	Dynein cargo inh cell count	Lipid droplet cells 6.5 µM	Dynein cargo inh cytoplasmic EGFP	Autophagy mod	b-catenin transl	Dynein cargo inh	Dynein cargo inh nuclear GR-EGFP	b-catenin transl cell count 5 µM	Lipid droplet	Ins promoter up	CSM14.1 death rescue	T cell HTS vesicle-bound %	Autophagy mod cell loss 18 h	MT stabilize HCS cytotoxicity %	Ins promoter up cell count	MT stabilize HCS	T cell HTS	PhoP inhibition
CC(C)CC(NC(=O)OC(C)(C)C)c1cn([C@@H](Cc2ccc(O)cc2)C(=O)N2CCN(C(=O)OC(C)(C)C)CC2)nn1 (stereo partly specified)
    0.7	-1.1	742	-0.23	i	1.0	0.032	0.32	1070	-2	-0.22	3.1%	48	-10	4.5	1410	0.8	i	6%
O=C(O)c1ccc(OCc2occc2C(=O)O)cc1
    1.9	1.1	771	-0.21	i	-3.6	0.15	0.1	1230	0	-1.2	-0.3%	58	-9	4.2	1265	2.9	i	-3%
CC(C)(C)C(=O)NC(=S)NNC(=O)c1ccc(-c2ccccc2)cc1
    0.9	-0.29	645	-0.25	i	-3.4	0.3	0.37	1067	-11	-2.8	6.4%	36	29	16	1156	5.0	i	-7%
CN(Cc1ccccc1)C(=O)Cn1c(=O)oc2cc(S(=O)(=O)N3CCCC3)ccc21
    4.0	0.4	x	-0.27	i	-6.5	-0.33	-0.19	1161	x	-0.79	1.8%	13	-3	6.3	1057	3.3	i	6%
CCC1=C(OC(=O)N(CC)CC)N2C(=O)OC(=NCC3CC3)[C@]2(Cc2ccccc2)[C@H]2C1=CC[C@H]1C(=O)N(C)C(=O)[C@H]12
    x	-0.32	704	-0.82	x	-0.4	0.73	0.28	1360	-4	-0.03	x	34	x	x	904	x	i	-3%
CN(/N=C/c1cc([N+](=O)[O-])ccc1O)c1ccccc1
    6.6	0.16	649	-0.21	i	3.1	-0.84	-0.58	640	-2	-0.49	-2.3%	43	9	6.7	1290	4.1	i	-8%
COc1ccccc1OCCn1c(CO)nc2ccccc21
    3.0	0.76	x	-0.29	i	-2.3	-1	-0.38	997	x	-0.22	0.2%	16	2	11	1252	3.5	i	-4%
Cc1nn2cc(-c3ccc(Cl)cc3)cnc2c1Cl
    3.0	-1.7	703	-0.19	i	0.4	1.6	1.4	1139	-11	-0.12	-0.9%	31	1	4.7	1325	3.7	i	-8%
Cc1ccc(N2C(S)=C(C#N)C(=O)NC2c2cccs2)cc1 (stereo unspecified)
    2.1	-1.6	689	0.19	i	-0.5	-1.5	-0.33	1074	-14	0.26	14%	23	-26	1.7	1308	1.5	i	-7%
Nc1nc(Nc2ccccc2F)nc(N2CCOCC2)c1[N+](=O)[O-]
    x	-2	756	-0.094	x	-0.5	2.6	1.4	1334	-10	-0.8	x	42	x	x	1073	x	i	3%
CCCN(CC(=O)Nc1ccccc1OC)C(=O)c1cc2ccccc2o1
    2.7	0.11	729	-0.29	i	0.1	0.72	0.52	1050	2	-0.9	0.2%	15	5	6.7	1277	4.6	i	-4%
Cc1cc(C)c(C(=O)Cn2nc(C)c([N+](=O)[O-])c2C)cc1C
    2.6	0.93	723	-0.19	i	6.1	-0.091	-0.62	981	2	-0.06	-1.2%	30	-12	11	1300	3.8	i	-4%
CC(C)(CCl)C(=O)Nc1ccc(C(F)(F)F)cc1
    3.4	-1.1	705	-0.18	i	-1.7	0.8	0.64	1176	-1	-0.06	0.8%	40	5	9.7	1118	1.8	i	-4%
Fc1ccccc1NC(=S)Nc1ccc(Br)cc1
    2.6	-0.87	671	-0.04	i	4.5	0.52	0.51	972	2	-0.74	-0.3%	3	-3	5.6	1101	6.4	i	2%
COc1ccc2cc(CCNC(=O)C(C)C)c(=O)[nH]c2c1
    1.4	1	607	-0.21	i	-3.0	-0.14	0.19	1200	-1	0.21	x	44	16	5.9	1924	4.1	i	10%
CC1CCN(C(=O)CSCC(=O)O)CC1
    0.9	-1.2	670	-0.17	i	0.0	1.3	0.66	1506	-3	x	-0.6%	21	-1	1.4	x	0.6	i	10%
CCOc1nc(Nc2cc(Cl)ccc2OC)nc(OCC)n1
    0.8	1.1	771	-0.26	i	-1.1	-0.14	-0.23	1263	-2	-0.06	-0.3%	8	-7	5.9	918	3.3	i	-9%
CC(C)Cc1cc(C(=O)Nc2ccc(Br)cc2)no1
    x	-0.18	735	0.11	x	0.6	0.55	0.77	1345	3	0.15	x	42	x	x	1054	x	i	-1%
CCc1cccc(CC)c1NC(=S)Nc1ccccc1
    1.8	-0.79	719	-0.18	i	-0.5	0.83	0.79	1017	-33	0.03	-1.4%	59	11	2.0	1378	3.1	i	-9%
COC(=O)C(C)Oc1ccc(-c2nccc(-c3cccs3)n2)cc1 (stereo unspecified)
    1.5	0.39	681	-0.2	i	-0.3	-0.34	-0.69	1073	-28	0.52	-1.4%	26	2	2.0	1730	1.3	i	-3%
COC(=O)Cc1cc(=O)[nH]c(/N=C(\N)Nc2ccccc2C)n1
    1.9	-0.16	710	-0.071	i	-1.5	-0.54	-0.69	1225	0	-0.11	-2.2%	34	-3	5.3	1188	4.3	i	4%
COc1ccccc1Nc1cc(C(=O)NCCCN2CCOCC2)c2ccccc2n1
    2.0	0.27	x	-0.18	x	0.2	-1.2	-0.56	1231	x	-0.3	0.7%	21	x	8.2	974	2.4	i	-8%
CCC(c1nnnn1Cc1ccco1)N(CCc1ccccc1)Cc1cc2cccc(C)c2[nH]c1=O (stereo unspecified)
    2.0	-0.11	531	-0.19	i	x	0.0041	0.32	x	-33	-1.6	x	40	0	10	1376	1.8	i	-11%
COc1ccc(CCn2c(=O)[nH]c3cc(C(=O)NCCN4CCOCC4)ccc3c2=O)cc1OC
    0.9	0.47	802	0.11	i	0.7	-0.21	0.12	991	-1	0.58	0.0%	19	-1	5.8	907	1.4	i	0%
COc1ccccc1C(=O)NCCN1CCN(C(=O)c2ccccc2OC)CC1
    1.9	-0.56	724	-0.21	i	x	0.25	0.86	x	7	-0.88	-0.3%	55	-5	5.8	1302	2.9	i	1%
CCCCCCn1cc(C(=O)O)c(=O)c2ccccc21
    1.1	-1.8	x	-0.3	i	0.7	2.3	1.7	1121	x	0.22	0.8%	35	4	7.7	1171	5.4	i	-10%
COc1ccc(/C=N/OCC(=O)N=Nc2c(O)[nH]c3ccc(Br)cc23)cc1
    2.0	0.72	711	-0.31	i	1.1	-0.079	0.077	578	0	x	-1.5%	36	-33	2.6	x	3.5	i	-3%
COc1ccc(N=C2SC(C(N)=O)CC(=O)N2CCc2ccc(OC)c(OC)c2)cc1 (stereo unspecified)
    2.2	-1.5	x	-0.087	i	1.2	0.64	0.092	1378	x	-0.87	3.5%	13	0	2.9	1658	3.7	i	-1%
Cc1cc(C)c2c(N)c(C(=O)N3CCCCCC3)sc2n1
    1.2	0.79	753	-0.13	i	-1.0	-0.12	-0.07	1100	2	0.03	-5.7%	53	-2	7.4	1382	1.9	i	-2%
CC(=O)Nc1ccc(NC(=O)c2sc3nc4n(c(=O)c3c2C)CCCCC4)cc1
    1.3	0.33	710	-0.014	i	0.8	0.18	0.018	1116	27	-0.58	-0.6%	32	-4	13	1466	2.8	i	0%
CCCc1ccccc1OCCNC(=O)c1cc(=O)n(C)c(=O)n1C
    1.8	0.52	756	0.26	i	0.5	-0.76	-0.45	1096	7	-0.47	0.6%	36	9	2.6	1175	2.5	i	1%
Cc1cc(C(=O)OCC(=O)c2cccc([N+](=O)[O-])c2)c2cccc(C)c2n1
    1.5	0.39	x	-0.22	i	1.7	0.37	0.75	1352	x	1.1	-2.2%	39	-12	3.6	1234	3.4	i	-2%

Three of the entries above in order of their number in Dynein cargo inh cytoplasmic EGFP, lowest first:
| SMILES | Dynein cargo inh cytoplasmic EGFP |
| --- | --- |
| CN(/N=C/c1cc([N+](=O)[O-])ccc1O)c1ccccc1 | -0.21 |
| Cc1cc(C)c2c(N)c(C(=O)N3CCCCCC3)sc2n1 | -0.13 |
| Fc1ccccc1NC(=S)Nc1ccc(Br)cc1 | -0.04 |
